GLS inhibitor: glutaminase GLS (human) inhibition | AID 624170 | O94925 | Potency, µM (titrated, usually from 45.5 µM), inactives show at the top dose activity change, negative = inhibition, most hits filed as inhibitors | 410,000 compounds, 0.21% hits | GLS enzymatic activity, qHTS titration; also: potency is read from the fitted curve at half-maximal effect; % is scaled to controls: 0 for no effect and ±100 for the full control effect
Target sequence (O94925 whole entry, looked up): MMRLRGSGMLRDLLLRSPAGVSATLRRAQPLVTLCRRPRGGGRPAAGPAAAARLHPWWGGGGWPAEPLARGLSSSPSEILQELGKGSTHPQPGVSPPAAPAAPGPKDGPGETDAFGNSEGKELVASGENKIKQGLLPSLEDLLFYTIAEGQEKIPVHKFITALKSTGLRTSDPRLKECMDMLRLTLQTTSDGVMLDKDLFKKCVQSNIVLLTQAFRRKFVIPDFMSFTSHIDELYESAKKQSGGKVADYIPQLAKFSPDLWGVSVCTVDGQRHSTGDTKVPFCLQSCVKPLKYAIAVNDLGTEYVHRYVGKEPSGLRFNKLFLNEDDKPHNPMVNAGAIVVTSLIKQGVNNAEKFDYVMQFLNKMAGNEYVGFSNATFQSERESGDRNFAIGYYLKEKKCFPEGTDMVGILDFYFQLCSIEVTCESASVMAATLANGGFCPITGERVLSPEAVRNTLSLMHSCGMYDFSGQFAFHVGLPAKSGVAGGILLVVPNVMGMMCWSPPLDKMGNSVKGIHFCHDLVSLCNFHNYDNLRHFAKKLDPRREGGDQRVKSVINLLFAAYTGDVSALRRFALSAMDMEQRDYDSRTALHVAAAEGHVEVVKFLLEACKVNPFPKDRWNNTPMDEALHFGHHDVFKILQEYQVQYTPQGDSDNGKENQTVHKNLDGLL
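Assay buffer: 45 mM KH2PO4 pH 8.2, 0.02% Tween-20. hKGA acts on L-glutamine (1 mM solution added); product glutamate is reported by an oxidase/peroxidase Amplex Red coupling, with fluorescence taken at baseline and 30 min.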
JMJD2A Tudor inh: inhibitors of human JMJD2A Tudor domain. Potency, µM (series often up to 114 µM), for inactives: top-dose activity change, negative = inhibition, hits mostly inhibitors. AlphaScreen JMJD2A-Tudor / H3K4me3 peptide binding. 390,000 compounds, 4.4% hits; also: potency is read from the fitted curve at half-maximal effect; % is scaled to controls: 0 for no effect and ±100 for the full control effect; nearly all actives have a fitted effect of over 50% in size
Pin1 inh: inhibitors of human Pin1; Q13526; Pin1 FP peptide displacement, HiFluor488, 10 min; Potency, µM (titrated, usually from 115 µM), for the others: top-dose activity, negative = inhibition, most hits filed as inhibitors; 390,000 compounds, 0.009% hits; AID 504891; active = well fitted inhibition curve with a large enough effect in the polarisation, with a control signal flat, not every such curve was filed as active; inconclusive = small, poorly fitted or top-dose-only effect, or effect the other way, or a change in a side signal; inactive = no such curve, though single readings can be large or run the other way; the % refers to the polarisation; also: potency is read from the fitted curve at half-maximal effect; % is scaled to controls: 0 for no effect and ±100 for the full control effect
POLH inh: inhibitors of human DNA polymerase eta; Potency, µM (top dose mostly 114 µM), inactives show at the highest dose activity change, negative = inhibition, most hits filed as inhibitors; Q9Y253; recombinant Pol eta, fluorescent DNA replication assay; 390,000 compounds, 1.2% hits; also: potency is read from the fitted curve at half-maximal effect; % is scaled to controls: 0 for no effect and ±100 for the full control effect
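Fluorescent replication assay: 50 nM final substrate added after a 15 min room-temperature compound preincubation with 10 nM enzyme. Signal taken at 0 min and again at 10 min.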
Tb PGK inh: T. brucei PGK inhibition; 380,000 compounds, 0.043% hits; AID 602233; PGK/GAPDH coupled, Kinase-Glo luminescence, 60 min; P07378; Potency, µM (titrated, usually from 57.5 µM), without a hit: at the highest dose activity change, negative = inhibition, most hits filed as inhibitors; also: potency is read from the fitted curve at half-maximal effect; % is scaled to controls: 0 for no effect and ±100 for the full control effect; nearly all actives have a fitted effect of over 60% in size
Target sequence (P07378 whole entry, looked up): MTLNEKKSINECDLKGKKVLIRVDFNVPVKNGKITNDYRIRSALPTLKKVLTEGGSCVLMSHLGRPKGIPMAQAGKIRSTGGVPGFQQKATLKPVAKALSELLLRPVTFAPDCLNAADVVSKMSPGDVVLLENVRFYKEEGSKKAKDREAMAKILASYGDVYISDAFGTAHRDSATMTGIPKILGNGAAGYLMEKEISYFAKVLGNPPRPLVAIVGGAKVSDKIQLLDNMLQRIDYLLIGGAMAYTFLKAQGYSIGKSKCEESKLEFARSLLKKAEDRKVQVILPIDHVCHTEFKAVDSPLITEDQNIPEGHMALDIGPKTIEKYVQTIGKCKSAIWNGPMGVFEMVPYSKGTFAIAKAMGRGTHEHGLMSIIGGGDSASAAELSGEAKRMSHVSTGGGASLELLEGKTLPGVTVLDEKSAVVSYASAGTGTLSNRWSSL
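Recombinant glycosomal PGK reaction used 1,3-bisphosphoglycerate generated in-well by GAPDH (100nM final) in 100mM TEA pH 7.6, 5mM MgCl2, 0.01% Tween-20. After 60 minutes at room temperature, ATP was read by Kinase-Glo Plus luminescence end-point.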
G9a inh: G9a (human) methyltransferase inhibition | Potency, µM (titrated, usually from 102 µM), without a hit: at the top dose activity, negative = inhibition, usual class: inhibitors | Q96KQ7 | AID 504332 | 350,000 compounds, 8.8% hits | G9a H3K9 monomethylation, AlphaScreen, 2 h; also: potency is read from the fitted curve at half-maximal effect; % is scaled to controls: 0 for no effect and ±100 for the full control effect; nearly all actives have a fitted effect of over 75% in size
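Enzyme 20 nM + cpd, 15 min RT; add b-H3K9 pep 500 nM / SAM 20 uM; 2 h RT; anti-H3K9me1 Ab 0.5 ug/mL + SA donor / anti-rabbit acceptor beads 20 ug/mL each, 10 min; AlphaScreen read.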
BAZ2B block: inhibitors of human BAZ2B bromodomain; Q9UIF8; AlphaScreen BAZ2B-H3K14Ac peptide displacement; Potency, µM (highest dose often 114 µM), without a hit: top-dose activity change, negative = inhibition, usual class: inhibitors; 360,000 compounds, 4.4% hits; also: potency is read from the fitted curve at half-maximal effect; % is scaled to controls: 0 for no effect and ±100 for the full control effect; nearly all actives have a fitted effect of over 60% in size
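AlphaScreen displacement of biotin-H3(5-23)K14Ac peptide (50 nM final) from BAZ2B (50 nM final) in PBS pH 7.4, 0.01% Tween-20; complex preformed 30 min RT, then compounds (top 110 uM) 30 min RT, beads 20 min dark.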
PI4K2A block: inhibitors of human PI4K2A; Q9BTU6; purified PI4K2A, ADP-Glo luminescence, 1 h; stronger effect = lower value; activity change, negative = inhibition, % at 76.9 µM; 420,000 compounds, 0.13% hits; in the data active = activity change below about -50%; inconclusive = mostly about -30% to -49%;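 also: -100% = wells without enzyme as full effect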
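Compounds are screened against recombinant PI4K2A using PI as substrate and ATP, the latter dispensed at 300 microM. Reactions run one hour at ambient temperature before ADP-Glo detection; full inhibition defined by wells lacking enzyme.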
HP1b binding inh: inhibitors of HP1-beta chromodomain binding to methylated histone tails. AlphaScreen HP1-beta / biotin-H3K9me3 peptide binding. Potency, µM (highest dose often 114 µM), for the others: at the top dose activity change, negative = inhibition, usual class: inhibitors. 390,000 compounds, 0.56% hits; also: potency is read from the fitted curve at half-maximal effect; nearly all actives have a fitted effect of over 70% in size; inactives centre near 23
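AlphaScreen: HP1-beta (50 nM) preformed 30 min with biotin-H3(1-18)K9me3 peptide (50 nM) in PBS pH 7.4, 0.01% Tween-20. Compound added for 30 min at RT, then streptavidin donor/nickel chelate acceptor beads (10 ug/mL) for 30 min.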
* marks the source's active call; other numbers are inactive results; i = inactive; ? = inconclusive; . = no result given; [ ] = another dose, or the depositor's remark. Unless noted, calls follow the shape of the dose curve; as a rule, active = well fitted curve in the direction sought with a large enough effect; inconclusive = small, poorly fitted or top-dose-only effect, or another doubt; inactive = no such curve, though single readings can be large; an effect the other way counts as inactive or inconclusive. Only part of the results is shown, so the mix of outcomes need not match the whole.

Order of results: GLS inhibitor	JMJD2A Tudor inh	Pin1 inh	POLH inh	Tb PGK inh	G9a inh	BAZ2B block	PI4K2A block	HP1b binding inh
CCn1c(CCn2c3ccccc3c3ccccc32)n[nH]c1=S
  4.9%	-21.5%	-0.5%	-16.6%	-9.7%	22.4µM*	?	-7.9	47.0%
CCCCN1C2=NCCCN2c2ccccc21
  -4.3%	-8.6%	27.3%	-1.5%	.	46.5%[12.7 µM]	-4.8%	2.4	29.3%
Cc1ccc(S(=O)(=O)N2CCOCC2)cc1NC(=O)COC(=O)c1n[nH]c(=O)c2ccccc12
  7.7%	-12.4%	-0.4%	-11.9%	-7.9%	2.1%	-16.3%	2.2	16.5%
COc1ccc(-c2ccc3ccccc3n2)cc1OC
  -19.0%	32.6%	3.1%	-28.5%	3.7%	28.5%[12.7 µM]	5.6%	-2.0	48.6%[activator]
CCCCCNCc1cccn1C
  -1.6%	-29.7%	-2.5%	-1.7%	.	8.5%[59 µM]	-36.8%	0.9	5.9%
COc1ccccc1Nc1nc2c(s1)CCC2
  21.3%	-21.9%	-3.0%	-3.0%	-2.9%	25.1µM*	-36.2%	-13.7	-4.6%
Cc1cccc(/C=N/NC(=O)c2ccncc2)n1
  -1.7%	-12.4%	4.4%	-2.6%	.	32.9%	10.3%	-2.7	68.1%[activator]
CCOC(=O)C(NC(=O)c1ccccc1)(OCc1ccccc1)C(F)(F)F (centres undefined)
  4.0%	8.0%	-5.0%	-26.6%	4.4%	-7.7%[59 µM]	-4.9%	-3.4	67.3%[activator]
CCCN(CCC)C(=O)C1CCN(c2cc(C)nc3c(-c4ccc(Cl)cc4)c(C)nn23)CC1
  -8.0%	31.0%	-3.8%	-27.1%	-4.9%	24.4%[59 µM]	14.3%	10.3	94.5%[activator]
COc1ccc2[nH]cc(CCNC(=O)C3CCCNC3=O)c2c1 (centres undefined)
  5.0%	-14.5%	-11.4%	-5.4%	-2.2%	12.8%	-12.9%	0.7	30.8%
Cc1ccc(C(=O)N2CCCC(CCC(=O)N3CCN(c4ccccn4)CC3)C2)cc1C (centres undefined)
  -6.9%	4.2%	-0.1%	-5.3%	-9.8%	-6.2%[0.501 µM]	-4.7%	2.3	27.7%
CCC(C(=O)Nc1cc(C)cc(C)n1)c1ccccc1 (centres undefined)
  1.6%	3.9%	-2.1%	1.2%	3.3%	.	.	1.9	31.3%[activator]
Cn1c(=O)c2c(O)c(C=NCc3ccccc3)c(=O)n(C)c2n(C)c1=O
  -11.7%	-10.3%	-2.1%	-16.3%	i	3.7%	-3.0%	4.0	41.7%[activator]
O=C(CN1C(=O)CC(c2ccco2)Sc2ccccc21)Nc1ccc(OC(F)(F)F)cc1 (centres undefined)
  -12.9%	-19.3%	-16.8%	-5.3%	-8.8%	0.5%[59 µM]	-0.2%	2.1	5.2%
CC(C)N1C(=O)C(=O)N(CC(=O)N2c3ccccc3NC(=O)CC2C)C1=O (centres undefined)
  17.2%	-9.7%	-0.7%	2.5%	-0.6%	-4.4%	-5.6%	-8.4	16.0%
Cn1c(Cc2cccs2)nnc1SC/C=C/c1ccccc1
  6.4%	-16.5%	-3.5%	-5.0%	0.5%	5.6%[59 µM]	5.6%	4.6	36.2%
CCCCOC(=O)CNc1nnc(SCC(=O)OCC)[nH]c1=O
  17.9%	-7.1%	-0.8%	-14.4%	-12.6%	?	6.6%	1.5	3.3%
Cc1cccc(N2CCN(S(=O)(=O)c3ccc(F)c(C(=O)Nc4ccc(C(C)C)cc4)c3)CC2)c1C
  -5.2%	-22.3%	0.4%	-25.5%	-1.7%	6.0%[59 µM]	0.1%	1.7	-8.1%
O=C(NCCCN1CCOCC1)c1onc(CSc2nc3ccccc3[nH]2)c1C(=O)NCCCN1CCOCC1
  1.1%	-19.3%	-8.1%	-19.4%	-4.8%	50.1µM*	-25.3%	-5.1	53.1%[activator]
C#CCSc1n[nH]c(=O)n1-c1cccc(C(F)(F)F)c1
  0.4%	-7.4%	-12.5%	2.7%	5.1%	5.2%	-1.3%	-11.0	0.5%

Some of the entries so far, with each value named:
canonical_smiles: O=C(CN1C(=O)CC(c2ccco2)Sc2ccccc21)Nc1ccc(OC(F)(F)F)cc1 (centres undefined)
  GLS inhibitor = -12.9%	JMJD2A Tudor inh = -19.3%	Pin1 inh = -16.8%	POLH inh = -5.3%	Tb PGK inh = -8.8%	G9a inh = 0.5%[59 µM]	BAZ2B block = -0.2%	PI4K2A block = 2.1	HP1b binding inh = 5.2%

canonical_smiles: CC(C)N1C(=O)C(=O)N(CC(=O)N2c3ccccc3NC(=O)CC2C)C1=O (centres undefined)
  GLS inhibitor = 17.2%	JMJD2A Tudor inh = -9.7%	Pin1 inh = -0.7%	POLH inh = 2.5%	Tb PGK inh = -0.6%	G9a inh = -4.4%	BAZ2B block = -5.6%	PI4K2A block = -8.4	HP1b binding inh = 16.0%

The listing continues:
Order of results: GLS inhibitor	JMJD2A Tudor inh	Pin1 inh	POLH inh	Tb PGK inh	G9a inh	BAZ2B block	PI4K2A block	HP1b binding inh
Cc1sc(NC(=O)CN(Cc2ccc(F)cc2)C(=O)C(C)C)c(C(N)=O)c1C
  4.0%	-30.9%	10.0%	8.0%	4.0%	-15.1%[12.7 µM]	-7.4%	-2.0	17.5%
COc1ccc(NC(=O)CCC(=O)N/N=C/c2cn(C)nc2C)cc1
  14.0%	-12.5%	-3.1%	3.7%	3.4%	23.0%	16.9%	-2.2	13.2%
Cc1ccn2c(NC3CCCC3)c(-c3ccccn3)nc2c1
  ?	50.1µM*	-10.2%	-29.1%	i	?	50.1µM*	-4.2	-19.6%
CCc1nnc(NC(=O)CSc2nnc(-c3ccccc3O)n2CC)s1
  -4.4%	-13.5%	-10.6%	-7.0%	-8.2%	?	-6.1%	2.2	13.0%
O=C(CSc1nnc(CNC(=O)c2c(F)cccc2F)o1)NCCc1ccccc1
  7.0%	-19.3%	-0.1%	-8.4%	-0.5%	57.5%[activator]	0.7%	7.4	8.4%
CCc1c(C)[nH]c2nc3ccccc3n2c1=O
  -3.7%	0.8%	2.0%	-10.4%	-3.8%	-2.3%	3.7%	-0.4	?
CCCCC(NC(=O)c1ccc(C#N)cc1)C(=O)NCCC (centres undefined)
  3.8%	-12.7%	-9.5%	1.1%	-5.0%	-4.3%[2.33 µM]	12.8%	1.1	22.0%
CCn1c(=O)c2cc(C(=O)N(C)CC(OC)OC)sc2c2ccccc21
  -1.2%	-3.0%	2.1%	-0.7%	0.1%	-7.4%[2.33 µM]	8.0%	-0.5	92.4%[activator]
Nc1nc(SCc2ccc(Br)cc2)c2ncn(C3OC(CO)C(O)C3O)c2n1 (centres undefined)
  -7.9%	-1.4%	2.9%	-21.5%	4.5%	.	.	-6.6	16.9%
COCCNC(=O)C(c1ccc(C)o1)N(C(=O)c1snc(C(N)=O)c1N)c1ccc(C)c(C)c1 (centres undefined)
  5.9%	-9.2%	-0.8%	-6.4%	.	6.3%[12.7 µM]	-9.5%	8.3	17.3%
S=C(NCCC1=CCCCC1)NCc1ccco1
  3.1%	-14.2%[57.1 µM]	-0.4%	-1.4%	12.0%	?	-38.9%	0.0	3.3%
CC(C)(C)c1cc(OC(=O)c2ccncc2)ccc1O
  4.8%	-13.9%	?	7.7%	11.5%	?	5.2%	-1.6	26.2%
CCN1CCN(CCCNC(=O)c2cc3cc4ccc(OC)cc4nc3o2)CC1
  -11.8%	-8.8%	-4.3%	-0.8%	-6.2%	-2.9%[12.7 µM]	0.3%	4.2	28.2%
CC(=O)Nc1sc(N/N=C\c2ccccc2)nc1-c1cccs1
  ?	20µM*	17.3%	-15.3%	-0.5%	11.2µM*	?	-5.2	50.1µM*
CN(NC(=O)c1ccc(Cl)cc1)c1nc(-c2ccccc2)nnc1C(F)(F)F
  -6.7%	-9.4%[57.1 µM]	0.2%	4.2%	-9.9%	9.7%[59 µM]	-4.5%	5.4	8.0%
Cc1nnc(NC(=O)C2CCCN(S(=O)(=O)Cc3ccccc3)C2)s1 (centres undefined)
  11.7%	-12.8%	1.6%	4.5%	-4.3%	-10.3%[2.33 µM]	6.3%	0.2	38.5%[activator]
O=C(COC(=O)CNC(=O)c1ccc(Cl)cc1Cl)NCC1CCCO1 (centres undefined)
  -1.0%	-2.1%	-2.8%	-17.0%	-3.3%	?	-4.3%	3.1	32.0%
c1ccc(N2CCN(c3nc(NCc4ccco4)c4ccccc4n3)CC2)cc1
  4.4%	50.1µM*	9.5%	-11.4%	i	44.7µM*	44.7µM*	-4.5	-38.3%
O=C1C=C(NCCNc2c(F)c(F)c(CO)c(F)c2F)CCC1
  -2.0%	-3.3%	-8.3%	-5.8%	i	-1.8%	-1.8%	-3.4	27.5%
COC(=O)CC(CP(=O)(O)CN(C)C=O)C(=O)OC (centres undefined)
  -0.8%	1.0%	-2.9%	7.8%	-5.9%	17.5%[59 µM]	2.8%	2.7	49.9%[activator]
CC(C)(C)c1ccc(C(=O)NNc2ncnc3c2cnn3-c2ccc(Cl)cc2)cc1
  3.7%	-17.4%	0.5%	0.7%	-8.6%	9.3%[59 µM]	-1.8%	7.0	47.1%[activator]
O=C(Nc1ccc(O)cc1)c1ccc(NC(=O)C2CCCO2)cc1 (centres undefined)
  13.2%	-26.0%	-6.5%	-12.1%	-2.9%	30.5%	-4.2%	-4.1	47.0%[activator]
Cc1ccnc(-n2c(CCN3C(=O)c4ccccc4C3=O)nc3ccccc3c2=O)c1
  -10.1%	-17.4%	1.2%	-2.9%	i	-26.9%[59 µM]	-22.4%	4.7	6.4%
CCCCNC(=S)N/N=C/c1ccc(OCC(=O)Nc2c(C)cc(C)cc2C)c(OC)c1
  -1.5%	-4.2%	0.3%	2.4%	-9.9%	-10.5%[59 µM]	-2.8%	3.3	8.0%
